# ERK EGF inh – blocks ERK signaling stimulated by EGF; HEK293-V1b, EGF-stimulated phospho-ERK AlphaScreen; Potency, µM (top dose mostly 11.5 µM), inactives show at the highest dose activity change, negative = inhibition, usual class: inhibitors; 130,000 compounds, 0.41% hits; active means well fitted inhibition curve with a large enough effect; inconclusive means small, poorly fitted or top-dose-only effect, or effect the other way;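 further: plate controls were stimulated vehicle wells for no effect and unstimulated vehicle basal for full effect; nearly all actives have a fitted effect of over 55% in size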
#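 Compounds are titrated over HEK293-V1b cells kept overnight in 1% FBS. After 30 min at 37C, EGF (25 nM final) triggers ERK phosphorylation for 5 min, measured by AlphaScreen in lysates.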
# Active calls of the source: *; ? = inconclusive; & = joins results of further samples; [ ] = remark or other dose. Potency means the concentration at half of the fitted maximal effect. A portion of the library, so the mix of outcomes need not match the whole.
SMILES,ERK EGF inh
Cc1cc(NC(=O)c2ccc3c(c2)OCCO3)ccc1NC(=O)c1ccco1,5.8%
COc1ccc2[nH]c(=O)c(CN(CC3CCCO3)C(=S)Nc3cccc(C)c3)cc2c1 (configuration not stated),?
COc1ccc(OCC(O)CNC(=O)Nc2ccc(F)cc2)cc1 (configuration not stated),-4.0%[57.5 µM]
CC(C)NC(=O)NC(=O)CSc1nncs1,4.7%
CN1CCN(C(=S)c2ccc(OCC(=O)Nc3cccc(C(F)(F)F)c3)cc2)CC1,-5.0%
O=C(Cc1ccccc1[N+](=O)[O-])Nc1ccc2c(c1)OCCO2,-19.9%
COc1ccc(-c2cc3ncc(-c4ccccc4)c(N)n3n2)cc1,-0.8%
OC(COc1ccc(CNCCc2ccc(C(F)(F)F)cc2)cc1)CN1CCCCC1 (configuration not stated),-2.6%
CC(=O)c1cc(-c2ccc(F)cc2)n(CCC(=O)Nc2cccc(C)n2)c1C,-1.1%
COc1ccc(/C=N/NC(=O)CCC(=O)Nc2ccccc2)cc1OC,4.5%
O=C(C1CCN(c2nc3nonc3nc2N2CCCCC2)CC1)N1CCOCC1,-10.8%
COc1ccc(S(=O)(=O)N2CCCCCC2)cc1C(=O)OCC(=O)NC(C)(C)C,-2.5%
Cc1c(NC(=O)COC(=O)c2ccc[nH]c2=O)c(=O)n(-c2ccccc2)n1C,-3.6%
CCC(=O)N1c2ccccc2NC2=C(C(=O)CC(C)(C)C2)C1c1cccnc1 (configuration not stated),3.1%
Cc1ccc2c(c1)C1CN(C)CCC1N2S(=O)(=O)c1ccc(Oc2ccc([N+](=O)[O-])cc2)cc1 (configuration not stated),-7.5%[57.5 µM]
N#C/C(=N\Nc1cccc(C(F)(F)F)c1)C(=O)c1ccsc1,-12.3%[57.5 µM]
COc1ccc(/C=N/NC(=O)Cc2ccc(Cl)cc2)cc1OC,-4.0%
CCNC(=O)C/C(C)=N/NC(=O)C1CCCCC1,-0.3%
O=C(Oc1ccccc1)N1CCC2(CC1)CCN(c1ccccn1)CC2,8.9%
Cc1ccc(C(=O)N/N=C\c2ccc([N+](=O)[O-])o2)cn1,-4.9%[57.5 µM]
Cc1ccc2nc(C)c3c(c2c1)SCC3,-16.9%[57.5 µM]
Cc1cc(C)cc(C(=O)Oc2coc(CSc3nnc(NC(=O)C4CC4)s3)cc2=O)c1,3.0%
CCCCNC(=O)Nc1ccccc1CC,4.6%[57.5 µM]
COc1ccc(C2NC(=S)NC3=C2CCCC3=C2SCCS2)cc1 (configuration not stated),-5.0%
COc1cc(/C=C/C(=O)Nc2nnc(CC(C)(C)C)s2)cc(OC)c1OC,-4.4%
CC(=O)Nc1ccccc1C(=O)C(=O)Nc1cccc(C(=O)NCC2CCCO2)c1 (configuration not stated),4.3%
COCC(=O)N1CCCC(C(=O)c2ccc3c4c(cccc24)CC3)C1 (configuration not stated),-2.6%
O=C(CSC1CS(=O)(=O)c2cc([N+](=O)[O-])ccc21)NNC(=O)c1ccc(Cl)cc1 (configuration not stated),-3.6%[57.5 µM]
Cc1cc(C)nc(NC(=O)/C=C/c2ccc3c(c2)OCO3)c1,-3.2%
CCn1cc(SCC(=O)NCC2CCCO2)c2ccccc21 (configuration not stated),-4.2%[57.5 µM]
CCc1nnc(NC(=O)c2cccc(S(=O)(=O)N(C)c3ccc(OC)cc3)c2)s1,-2.0%
CCCCCCN1C=CC(=C2C(=O)c3ccccc3C2=O)C=C1,-6.3%
COc1ccccc1CNC(=O)Cn1c(=O)oc2cc(Cl)ccc21,-9.9%[57.5 µM]
CCOc1ccc(CC(=O)Nc2cc(=O)n(C)c(=O)n2C)cc1,0.8%
O=C(NNc1cccc(Cl)n1)c1c(F)cccc1F,9.9%
C=CCC1(CC=C)CCCN1C(=O)CC1C(=O)NCCN1Cc1ccccc1OC (configuration not stated),-4.4%
CC1CCCN(c2ccc(C(=O)OCC(=O)N3c4ccccc4Sc4ccccc43)cc2[N+](=O)[O-])C1 (configuration not stated),?
CN1Cc2cccc3c2C(Cc2ccccc2S3)C1 (configuration not stated),2.4%
Cc1c(O)ccc(C(=O)CN2CCN(Cc3ccc4c(c3)OCO4)CC2)c1O,4.5%
Cc1nc2ccc(C(=O)NCc3ccc4c(c3)OCO4)cc2s1,-2.2%
CC1(C)CC(=O)C=C(NNC(=O)c2ccccc2)C1,-14.6%
COc1ccc(-n2c(SC3CCOC3=O)nc3ccccc3c2=O)cc1Cl (configuration not stated),0.3%
CCOC(=O)CSc1cc(C)nc2ccc(OC)cc12,-1.3%
c1ccc(N2CCN(c3nc(-c4cccs4)nc4ccccc34)CC2)cc1,-1.5%
O=C(NCc1ccccc1)C12CC3CC(CC(Cl)(C3)C1)C2,-5.4%[57.5 µM]
CC(=O)N1CCN(Cc2nc(C(c3ccccc3)c3ccccc3)no2)CC1,4.0%
S=c1[nH]c2ccccc2o1,-3.3%
CCOC(=O)N1CCC(NC(=S)Nc2ccc3nc(N4CCN(CC)CC4)cc(C)c3c2)CC1,-5.9%
Cn1cnc2ccc([N+](=O)[O-])cc2c1=O,0.6%
CCOC(=O)C1CCN(C(=O)c2sc3ncnc(N4CCC(C)CC4)c3c2C)CC1,-1.7%
CC(C)C(c1nnnn1C1CCCCC1)N1CCCc2ccccc21 (configuration not stated),2.8%
Cc1c(C)n(CCC#N)c2ccc(Cl)cc12,5.7%
CC(C)Oc1ccc(C(CC(=O)NCCCN(C)C)c2ccc(F)cc2)cc1 (configuration not stated),-2.6%
C#CCOCCOCCOCCNc1nc(N2CCN(C(=O)[C@H]([C@@H](C)CC)n3cc([C@@H](N)Cc4ccc(O)cc4)nn3)CC2)nc(N2CCN(C(=O)[C@H](CCCCN)n3cc([C@@H](N)C(C)CC)nn3)CC2)n1 (some centres not stated),1.1%[57.5 µM]
CCOC(=O)CCSCC(=O)N1N=C(c2cccs2)CC1c1ccc(C)cc1 (configuration not stated),-2.9%
CC(=O)c1ccc(N2C(=O)[C@@H]3[C@H](C2=O)[C@H]2c4ccccc4C=NN2[C@@H]3C(C)=O)cc1,-2.7%[57.5 µM]
CCCCOC(=O)C1=C(C)Nc2ncnn2C1c1ccc(OC)c(OC)c1OC (configuration not stated),-6.9%
COc1ccccc1CNC(=O)CN(CCc1ccccc1)S(C)(=O)=O,1.8%[57.5 µM]
O=C(CNc1ccccc1C(=O)O)c1ccccc1,12.0%[57.5 µM]
CCOc1cccc2c1OC1(C)CC2NC(=O)N1Cc1ccccc1 (configuration not stated),-7.4%

# Part of the list above, with tabs.
Molecule	ERK EGF inh
CCOC(=O)CSc1cc(C)nc2ccc(OC)cc12	-1.3%
CC(=O)c1ccc(N2C(=O)[C@@H]3[C@H](C2=O)[C@H]2c4ccccc4C=NN2[C@@H]3C(C)=O)cc1	-2.7%[57.5 µM]
CCOc1cccc2c1OC1(C)CC2NC(=O)N1Cc1ccccc1 (configuration not stated)	-7.4%
Cc1c(C)n(CCC#N)c2ccc(Cl)cc12	5.7%
CCOC(=O)C1CCN(C(=O)c2sc3ncnc(N4CCC(C)CC4)c3c2C)CC1	-1.7%

# Further entries.
SMILES,ERK EGF inh
Cc1ccccc1Nc1c(-c2ccncc2)nc2ccc(Cl)cn12,-2.6%
O=C(Nc1nc(-c2ccc(-c3ccccc3)cc2)cs1)c1cc([N+](=O)[O-])ccc1N1CCOCC1,-14.2%[57.5 µM]
COc1ccccc1OCc1nnc(SCC(=O)NCc2ccco2)n1-c1ccccc1,15.0%
O=C(CN1C(=O)NC2(CCCCC2)C1=O)NCc1cccs1,-8.4%
Cc1ccccc1-n1c(SCC(=O)Nc2ccc3c(c2)OCO3)nnc1-c1ccccn1,4.0%
COc1ccc(-c2ncncc2-c2ccc(Cl)cc2)c(O)c1,3.2%[57.5 µM]
Cc1ccc(NC(=O)Cc2nnc(SCC(=O)Nc3ccccc3)n2C)cc1,-1.5%
Cc1nnc(NC(=O)CCC(=O)N2CCC(C)CC2)s1,-1.1%
N#C/C(=C/c1ccc(OCc2ccc(C(=O)O)cc2)c(Br)c1)c1cccc(F)c1,-1.7%[57.5 µM]
Cc1occc1C(=O)NNC(=S)NCc1ccc(Cl)cc1,9.1%[57.5 µM]
O=C(CC1C(=O)NCCN1CC1CCCCC1)NCc1ccc(Cl)cc1 (configuration not stated),-3.0%
Cc1ccc(N(CCC(=O)Nc2nnc(C3CC3)s2)S(=O)(=O)c2ccccc2)cc1,9.1%
COc1ccc(N(C(=O)Cn2nnc(-c3ccc(Cl)cc3)n2)C(C(=O)NCC2CCCO2)c2ccncc2)cc1 (configuration not stated),0.5%
CCC(=O)Nc1cccc(C(=O)/C=C/c2cccs2)c1,6.8%
Cc1onc(-c2c(F)cccc2Cl)c1C(=O)N1CCN(c2ncc(Br)cn2)CC1,15.0%[57.5 µM]
COc1ccc(Cl)cc1C(=O)NNC(=O)c1nc2nc(C)cc(C)n2n1,-1.4%[57.5 µM]
Clc1ccccc1CSc1nncn1NC/C=C/c1ccccc1,1.7%
Cc1ccc(NC(=S)N=Nc2c(O)n(C)c3ccc(S(=O)(=O)N4CCOCC4)cc23)cc1C,-1.0%
NC(=O)NC(=O)CC1S/C(=N/N=C/c2ccccc2)NC1=O (configuration not stated),1.4%
Cc1nnc(NC(=O)c2csc3c2CCC(C)C3)s1 (configuration not stated),0.8%

# Given with tabs: part of the list above
smiles	ERK EGF inh
Cc1ccccc1-n1c(SCC(=O)Nc2ccc3c(c2)OCO3)nnc1-c1ccccn1	4.0%
COc1ccc(-c2ncncc2-c2ccc(Cl)cc2)c(O)c1	3.2%[57.5 µM]
Cc1ccc(NC(=O)Cc2nnc(SCC(=O)Nc3ccccc3)n2C)cc1	-1.5%
Cc1nnc(NC(=O)CCC(=O)N2CCC(C)CC2)s1	-1.1%
N#C/C(=C/c1ccc(OCc2ccc(C(=O)O)cc2)c(Br)c1)c1cccc(F)c1	-1.7%[57.5 µM]

# (continued)
SMILES,ERK EGF inh
O=C(Nc1ccccc1Cl)N(Cc1nc2ccccc2c(=O)[nH]1)Cc1cccs1,10.2%
CCC(C)c1ccc(NC(=O)c2cnn3c(C(F)F)cc(C)nc23)cc1 (configuration not stated),3.3%
CNC(=O)c1sc(-c2cccs2)nc1C,0.6%
CCOc1ccccc1NC(=O)c1cccc(S(=O)(=O)N(Cc2ccccc2)c2ccccc2OC)c1,-1.9%
CCOC(=O)c1cn(Cc2cccc(Cl)c2)nn1,-7.4%
COc1cccc(-c2cc(=O)c3ccc(OC)cc3o2)c1,26.1%
CCOC(=O)N/N=C/C(Cl)=C/c1ccccc1,-2.1%
COC(=O)CC(=O)N1CCN(c2ccc(Cl)c(Cl)c2)CC1,-6.8%
O=C(CCSc1ccccn1)c1ccccc1,-6.9%
Cc1ccc(S(=O)(=O)N2CCCCC2)cc1NC(=O)CSc1ncn[nH]1,1.9%[57.5 µM]
Cc1nc2ccccc2n1C(=O)c1ccccc1[N+](=O)[O-],0.8%
O=C(Nc1nccs1)c1cn2ccccc2n1,3.3%[57.5 µM]
FC(F)Oc1ccc(-c2csc(=Nc3cccnc3)n2CC2CCCO2)cc1 (configuration not stated),17.2%
C/C(=N\N=C1\NC(=O)CS1)c1cccs1,-1.3%
CCOC(=O)CC1C(=O)NCCN1S(=O)(=O)c1ccc(C)cc1 (configuration not stated),-1.2%
CS(=O)(=O)c1ccc(C(=O)N2CCN(Cc3ccccc3)CC2)cc1,-3.3%
O=C(N/N=C/c1cccc([N+](=O)[O-])c1)c1cccc2cc[nH]c12,6.3%
C[C@@H](CN1CCC(Cc2ccccc2)CC1)[C@@H](O)c1ccc(O)cc1,-3.6%&-17.2%
CCCCn1c(NC(=S)Nc2ccccc2)nc2ccccc21,7.8%
O=C(NCCCN1CCCC1=O)c1cc2c(s1)CCCCC2,-8.3%[57.5 µM]
O=C(CC(c1ccccc1)c1ccccc1)N1CCN(c2ccccn2)CC1,-3.1%
O=C(CC(Cc1ccccc1)c1ccco1)NCc1ccco1 (configuration not stated),-0.3%[57.5 µM]
FC(F)(F)c1cccc(NC(=S)NCC(c2cccnc2)N2CCOCC2)c1 (configuration not stated),6.0%
O=C(CSc1nnc(-c2ccc(F)cc2)c2ccccc12)Nc1ccccc1,-9.6%
COc1ccc2nc(C)cc(SCC(=O)N/N=C/c3ccc(O)c(O)c3)c2c1,-1.8%
O=C1N/C(=N\c2ccccn2)SC1Cc1ccccc1Cl (configuration not stated),?
O=C(NN=C1CCN(Cc2ccccc2)CC1)c1ccccc1O,?
O=C(NC(NC(=S)Nc1c(Cl)cccc1Cl)C(Cl)(Cl)Cl)c1cccc([N+](=O)[O-])c1 (configuration not stated),1.7%
OCCC1CN(Cc2cccc3c2OCO3)CCN1C1CCCC1 (configuration not stated),3.6%
COc1cc(SC)ccc1C(=O)Nc1nccs1,-9.6%
O=c1c(CO)cc(CO)cc(CO)c1O,-1.7%[57.5 µM]
CCOc1ccc(NC(=S)NCC(c2cccnc2)N2CCOCC2)cc1 (configuration not stated),-1.4%[57.5 µM]
CCCN1CCC(NC(=O)CCc2nnc(-c3ccccc3)o2)CC1,-15.3%
CC(=O)Nc1c(I)c(C(=O)N[C@H]2[C@@H](O)[C@H](O)[C@H](CO)O[C@@H]2O)c(I)c(N(C)C(C)=O)c1I,-1.7%[25.7 µM]
O=C(c1csnn1)N1CCC2(CC1)CN(Cc1cc(C(F)(F)F)cc(C(F)(F)F)c1)C2,-4.8%
COc1ccc(C(=O)C2CCCN(C(=O)c3cc(C)nc(C)n3)C2)cc1OC (configuration not stated),9.4%
O=C(NCCC1=CCCCC1)c1ccc(Cl)c([N+](=O)[O-])c1,?
C=CCNC(=O)O/N=C/c1csc([N+](=O)[O-])c1,4.7%[57.5 µM]
O=c1c(Cc2ccc(F)cc2)c(O)ccn1CCCN1CCOCC1,-10.5%
C#CCSc1ncc(S(=O)(=O)c2ccccc2)c(=O)[nH]1,-1.2%
O=C(O)/C=C/C(=O)NC1CC1,-3.7%
CS(=O)(=O)N1CCc2cc(C(=O)Nc3ccccc3)ccc21,-3.5%

# Screening data (PubChem)
